RAD54 inh = inhibitors of human RAD54 branch migration; inhibition, % at 10.4 µM; hit rate 0.14% among 360,000; AID 602329; RAD54 Holliday junction branch migration, FAM/BHQ fluorescence;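 active = mean normalized replicate activity at least 40 and at least half of replicates scoring 40 or more; inconclusive = only one of the two criteria met; inactive = mean below 40 and under half of replicates reaching 40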;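 also: 0% = median of neutral control wells and 100% = median of positive control wells; inhibitors cause a drop in the FAM fluorescence signal; in these data hits start at about 50%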
Cneo AK release = causes C. neoformans cell lysis. adenylate kinase release luminescence, 4 h; normalised: neutral wells 0, clomiphene wells 100. lysis activity, % at 15 µM. hit rate 0.2% among 360,000. AID 651654;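 active = mean lysis activity across replicates of at least 80%, whatever share of replicates individually reach that level; inactive = mean lysis activity below 80%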
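Material – log-phase Cryptococcus neoformans yeast cells · Input – 5 × 10^6 yeast cells/mL · Medium – fresh YPD growth medium · Doses – single compound concentration per well · Timing – static 4 h at 37 °C with compound, 1 h detection · Detection – adenylate kinase release luminescence · Read-out – signal increase indicating cell lysis · Control set – Clomiphene as positive lysis control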
ERAP1 inh = inhibitors of human ERAP1 aminopeptidase; inhibition, % at 10.7 µM; recombinant ERAP1, Leu-AMC fluorescence, 60 min; AID 652197; hit rate 0.15% among 340,000;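 active = mean replicate inhibition of at least 30%, or all replicates individually reaching that 30% level; inactive = mean below 30% and not every replicate reaching it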;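 also: 0% = neutral control wells and 100% = L-leucinethiol positive control wells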
miR122 inh = blocks miR-122 activity in Huh7 sensor cells; Huh7 miR-122 Renilla luciferase sensor, 48 h; neutral wells = 0, positive control = 100; activation (reporter increase), % at 12.5 µM; hit rate 0.3% among 340,000;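 active = mean replicate activation score at least 90 and every replicate individually at or above 90; inconclusive = only one of the two criteria met; inactive = neither criterion met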;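 also: higher luciferase means less miR-122 activity so hits act as miR-122 inhibitors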
RAD52 anneal inh = inhibitors of human RAD52 DNA annealing; P43351; recombinant RAD52 DNA annealing, FRET fluorescence; inhibition, % at 18.7 µM; hit rate 0.46% among 360,000; AID 651710;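 active = every replicate showing at least 50% inhibition; inconclusive = mean inhibition at least 50% but not in every replicate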
Target sequence (P43351 whole entry, looked up): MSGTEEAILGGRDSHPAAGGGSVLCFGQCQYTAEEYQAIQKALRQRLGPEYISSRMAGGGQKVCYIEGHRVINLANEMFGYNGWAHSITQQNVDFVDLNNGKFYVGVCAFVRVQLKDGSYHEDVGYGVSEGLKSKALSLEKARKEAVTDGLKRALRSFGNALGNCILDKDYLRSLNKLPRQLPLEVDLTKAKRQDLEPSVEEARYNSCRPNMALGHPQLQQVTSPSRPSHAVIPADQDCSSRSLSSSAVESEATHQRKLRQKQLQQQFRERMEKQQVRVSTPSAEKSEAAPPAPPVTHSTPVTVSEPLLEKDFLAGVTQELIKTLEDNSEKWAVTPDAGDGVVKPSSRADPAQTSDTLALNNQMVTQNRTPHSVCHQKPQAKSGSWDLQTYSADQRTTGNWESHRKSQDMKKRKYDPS
PglD DTNB = blocks C. jejuni PglD acetyltransferase activity; purified PglD enzyme, DTNB colorimetric CoA detection; inhibition, % at 12.5 µM; hit rate 0.098% among 360,000; AID 602405; in the data active = inhibition above about 16%, passing the limit was not always enough; inconclusive = no clear call, values can overlap the other calls; also: strong numbers were not always called active
E-sel inducer = induces E-selectin expression in human endothelial cells. hit rate 0.37% among 260,000. activation, % at 7.58 µM. HUVEC E-selectin immunofluorescence imaging; normalized: neutral wells 0, TNF-alpha wells 100. P16581;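 active = mean E-selectin-positive cell signal at least 10% of the positive control, reached in at least 60% of replicates, without over 20% cell loss; inconclusive = no rule given, readout overlaps actives, possibly toxicity-flagged; inactive = the rest, including those meeting only one limit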;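 also: in these data hits start at about 27%; measured in HUVEC primary endothelial cells; signal is the percent of cells scored E-selectin positive by PE staining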
Target sequence (P16581 whole entry, looked up): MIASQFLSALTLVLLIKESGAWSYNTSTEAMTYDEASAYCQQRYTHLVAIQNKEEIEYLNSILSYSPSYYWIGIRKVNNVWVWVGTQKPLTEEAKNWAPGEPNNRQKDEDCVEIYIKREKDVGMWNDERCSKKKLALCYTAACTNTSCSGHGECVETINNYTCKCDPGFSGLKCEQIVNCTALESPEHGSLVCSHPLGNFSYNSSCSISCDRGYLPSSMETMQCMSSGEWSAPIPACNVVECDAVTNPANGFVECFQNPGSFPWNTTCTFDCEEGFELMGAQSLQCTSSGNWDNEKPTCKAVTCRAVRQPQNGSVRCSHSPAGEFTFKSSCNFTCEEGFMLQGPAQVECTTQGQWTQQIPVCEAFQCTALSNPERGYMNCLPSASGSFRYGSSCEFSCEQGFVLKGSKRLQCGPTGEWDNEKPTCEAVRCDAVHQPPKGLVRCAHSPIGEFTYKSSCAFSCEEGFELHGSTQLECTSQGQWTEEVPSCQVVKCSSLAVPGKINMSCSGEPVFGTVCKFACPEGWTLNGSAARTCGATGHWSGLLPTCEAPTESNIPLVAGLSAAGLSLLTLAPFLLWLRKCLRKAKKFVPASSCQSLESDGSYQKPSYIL
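Test system: HUVEC; input: 3,000 HUVEC/well; measured by: immunofluorescence imaging; read-out: % PE-positive cells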
PGC1a acetyl inh = PGC1a acetylation modulation, inhibitor mode; U2OS PGC1a acetylation, AlphaScreen anti-acetyl-lysine; with virally co-expressed GCN5 acetyltransferase; inhibition, % at 15.6 µM; hit rate 0.17% among 350,000;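 active = every replicate shows inhibition of at least 40%; inconclusive = mean inhibition at least 40% but some replicate below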;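 also: 0% = neutral control wells and 100% = positive control wells; some results beyond the cut were filed as inactive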
* = called active by the depositor; & = joins results of further samples; [ ] = dose if it differs, or a comment.

`C[C@@H]1CN([C@@H](C)CO)C(=O)c2cccc(NC(=O)NC3CCCCC3)c2O[C@@H]1CN(C)Cc1ccc(C(=O)O)cc1` gave RAD54 inh 7, Cneo AK release -2, ERAP1 inh 6, miR122 inh 8[16.7 µM], RAD52 anneal inh 3, PglD DTNB 15 and PGC1a acetyl inh 9.
Screening CCC(C)NC(=O)c1ccc(C(=O)c2ccccc2)cc1 (configuration not stated) returned RAD54 inh 5, Cneo AK release 0, miR122 inh -2, RAD52 anneal inh -5, PglD DTNB -9 and E-sel inducer 9.8.
COC(=O)C[C@H]1C[C@@H]2c3cc(NC(=O)Nc4ccc(F)cc4)ccc3O[C@@H]2[C@@H](CO)O1 was read as RAD54 inh 4&-7, Cneo AK release 0&-1, ERAP1 inh -8, miR122 inh -1, RAD52 anneal inh -24, PglD DTNB 2&-3, E-sel inducer 0.1 and PGC1a acetyl inh 5&2.
For Cn1cc(Cl)c(C(=O)NC2CCCCCC2)n1 the results were RAD54 inh -2, Cneo AK release 3, miR122 inh -9, PglD DTNB 0 and PGC1a acetyl inh -10.
For COc1cccc2sc3cc(C#Cc4ccccn4)ccc3c(=O)c12 the results were RAD54 inh 7, Cneo AK release 0, ERAP1 inh 1, miR122 inh 4, RAD52 anneal inh -10, PglD DTNB 1, E-sel inducer 0.0 and PGC1a acetyl inh 10.
For Cc1cc(NC(=O)CCC(=O)N(Cc2ccco2)C2(C(=O)NC3CCCC3)CCC(C)CC2)no1 (configuration not stated) the results were RAD54 inh -13, Cneo AK release 1, ERAP1 inh -1, miR122 inh 2, RAD52 anneal inh -24, PglD DTNB 4 and PGC1a acetyl inh -9.
For Cc1cc(C)c2nc(SCCC#N)nc(C)c2c1 the results were RAD54 inh -11, Cneo AK release 1, miR122 inh 0, PglD DTNB -5 and PGC1a acetyl inh -4.
Screening COc1ccc(S(=O)(=O)N2C[C@@H](O)COC[C@@H]3O[C@@H](CC(=O)NCCN4CCCCC4)CC[C@H]32)cc1 returned RAD54 inh 6, Cneo AK release -1, ERAP1 inh 3, miR122 inh 0[16.7 µM], RAD52 anneal inh -2, PglD DTNB 4, E-sel inducer 0.2 and PGC1a acetyl inh -10.
`COc1ccc(S(=O)(=O)N(C)C[C@@H]2Oc3ccc(NC(=O)CCCCCC(=O)Nc4ccccc4N)cc3CC(=O)N([C@@H](C)CO)C[C@@H]2C)cc1` gave RAD54 inh -6, Cneo AK release 0, ERAP1 inh -2, miR122 inh -7[16.7 µM], RAD52 anneal inh -7, PglD DTNB 3, E-sel inducer 0.1 and PGC1a acetyl inh -2.
`Cc1ccc(C(=O)OCC(=O)Nc2ncc(Cl)cc2Cl)cc1NC(=O)c1ccco1` gave RAD54 inh 6, Cneo AK release -1, ERAP1 inh -3, miR122 inh 1, RAD52 anneal inh -29, PglD DTNB 1 and PGC1a acetyl inh 1.
Screening C[C@@H]1CN([C@H](C)CO)C(=O)c2cc(NC(=O)CCN3CCOCC3)ccc2O[C@H]1CN(C)Cc1ccccc1 returned RAD54 inh 3, Cneo AK release -1, ERAP1 inh 2, miR122 inh -4[16.7 µM], RAD52 anneal inh -2, PglD DTNB -4 and E-sel inducer -0.1.
For O=C1CC2(CCN(S(=O)(=O)c3ccccc3F)CC2)Oc2ccccc21 the results were RAD54 inh -1, Cneo AK release -2, ERAP1 inh -8, RAD52 anneal inh -10 and PglD DTNB 1.
Screening CCN(CC)S(=O)(=O)c1cccc(NC(=O)CNc2cccc(S(=O)(=O)N3CCCC3)c2)c1 returned RAD54 inh -5, Cneo AK release 1, ERAP1 inh 3, miR122 inh 49, RAD52 anneal inh -1, PglD DTNB -6, E-sel inducer -0.4 and PGC1a acetyl inh 10.
Screening CCn1c(COc2ccccc2)nc2ccccc21 returned RAD54 inh -12, Cneo AK release 13, miR122 inh -7, PglD DTNB 7 and PGC1a acetyl inh -1.
CCc1nn2c(=O)c(S(=O)(=O)Nc3cccc(F)c3)c(C)nc2s1 was read as RAD54 inh -4, Cneo AK release -1, ERAP1 inh 0, miR122 inh -1, RAD52 anneal inh -5, PglD DTNB 2 and PGC1a acetyl inh 6.
For C[C@@]12C(=O)N(Cc3ccc(-c4ccccc4)cc3)CC(=O)N1[C@H](/C=C/c1ccccc1)[C@@H]1C(=O)N(c3ccccc3)C(=O)[C@@H]12 the results were RAD54 inh -8, Cneo AK release -4, ERAP1 inh 1, miR122 inh -5, RAD52 anneal inh -176, PglD DTNB 4, E-sel inducer -0.2 and PGC1a acetyl inh 7.
COc1ccccc1N1CCN(C(c2ccccn2)c2nnnn2C2CCCCC2)CC1 (configuration not stated) was read as RAD54 inh -3, Cneo AK release 0, miR122 inh -2, PglD DTNB 2 and PGC1a acetyl inh -8.
`O=C1CCC[C@@H]2CC(N3CCCCC3)C[C@@H]3CCN1[C@H]23` (some centres not stated) gave RAD54 inh -5, Cneo AK release 0, miR122 inh -1, RAD52 anneal inh -28, PglD DTNB -2 and PGC1a acetyl inh 10.
For CCOC(=O)N1CCN(c2cc(N3CCN(CC)CC3)c(F)cc2[N+](=O)[O-])CC1C (configuration not stated) the results were RAD54 inh 6, Cneo AK release 11, miR122 inh -3, PglD DTNB -4 and PGC1a acetyl inh 8.
Screening Cc1cccc(-n2ncc3c2CCCC3NC(=O)Cc2c(C)noc2C)c1C (configuration not stated) returned RAD54 inh -13, Cneo AK release -7, ERAP1 inh -2, RAD52 anneal inh -7, PglD DTNB -2 and E-sel inducer -0.6.

Five neighbouring entries already listed:
`C[C@@H]1CN([C@@H](C)CO)C(=O)c2cccc(NC(=O)NC3CCCCC3)c2O[C@@H]1CN(C)Cc1ccc(C(=O)O)cc1` gave RAD54 inh 7, Cneo AK release -2, ERAP1 inh 6, miR122 inh 8[16.7 µM], RAD52 anneal inh 3, PglD DTNB 15 and PGC1a acetyl inh 9.
Screening CCC(C)NC(=O)c1ccc(C(=O)c2ccccc2)cc1 (configuration not stated) returned RAD54 inh 5, Cneo AK release 0, miR122 inh -2, RAD52 anneal inh -5, PglD DTNB -9 and E-sel inducer 9.8.
COC(=O)C[C@H]1C[C@@H]2c3cc(NC(=O)Nc4ccc(F)cc4)ccc3O[C@@H]2[C@@H](CO)O1 was read as RAD54 inh 4&-7, Cneo AK release 0&-1, ERAP1 inh -8, miR122 inh -1, RAD52 anneal inh -24, PglD DTNB 2&-3, E-sel inducer 0.1 and PGC1a acetyl inh 5&2.
For Cn1cc(Cl)c(C(=O)NC2CCCCCC2)n1 the results were RAD54 inh -2, Cneo AK release 3, miR122 inh -9, PglD DTNB 0 and PGC1a acetyl inh -10.
For COc1cccc2sc3cc(C#Cc4ccccn4)ccc3c(=O)c12 the results were RAD54 inh 7, Cneo AK release 0, ERAP1 inh 1, miR122 inh 4, RAD52 anneal inh -10, PglD DTNB 1, E-sel inducer 0.0 and PGC1a acetyl inh 10.

(list continues)
CCn1c(=O)cc(SCC(=O)Nc2cccnc2)c2ccccc21 was read as RAD54 inh 0, Cneo AK release -2, miR122 inh -2, PglD DTNB -8 and PGC1a acetyl inh -6.
For OC1CCN(c2c3c(nc4cc(-c5cccc(F)c5)nn24)CCCC3)CC1 the results were RAD54 inh -1, Cneo AK release -1, ERAP1 inh 0, miR122 inh 4, RAD52 anneal inh -9, PglD DTNB 4 and PGC1a acetyl inh -1.
COc1ccc(C(=O)N2CCOC2CNC(=O)C(=O)NCc2ccccn2)cc1 (configuration not stated) was read as RAD54 inh -6, Cneo AK release 0, ERAP1 inh -1, miR122 inh -9, RAD52 anneal inh -14, PglD DTNB -1 and E-sel inducer inconclusive.
`CO[C@@H]1[C@@H](OC(N)=O)[C@@H](O)C(Oc2ccc3c(O)c(NC(=O)c4ccc(O)c(CC=C(C)C)c4)c(=O)oc3c2C)OC1(C)C` (some centres not stated) gave RAD54 inh -3, Cneo AK release 0, ERAP1 inh 1, miR122 inh 2, RAD52 anneal inh -11, PglD DTNB 1, E-sel inducer 0.3 and PGC1a acetyl inh -4.
For CCN(c1cc(C)cc(C)c1)S(=O)(=O)c1nnc(NC(=O)C(C)(C)C)s1 the results were RAD54 inh -3, Cneo AK release 1, ERAP1 inh 4, RAD52 anneal inh -6, PglD DTNB -5 and PGC1a acetyl inh 1.
For COc1ccccc1Nc1nc(-c2ccc([N+](=O)[O-])cc2)nc2ccccc12 the results were RAD54 inh -3, Cneo AK release 0, miR122 inh 2, PglD DTNB -3 and PGC1a acetyl inh -4.
Screening Cc1nn(-c2ccccc2)c2c1C(=O)NC(=O)C(C)(C)C2 returned RAD54 inh -2, Cneo AK release 0, miR122 inh 0, PglD DTNB -2 and PGC1a acetyl inh 11.
For O=C(CN1CCOCC1)N1CC[C@@H]2[C@H]1c1cc(-c3ccccc3F)ccc1N[C@@H]2CO the results were RAD54 inh -2, Cneo AK release -3, miR122 inh -5[16.7 µM], PglD DTNB 5, E-sel inducer 1.0 and PGC1a acetyl inh 4.
For COc1ccccc1NC(=O)N1CCCCN2[C@H](CO)[C@@H](c3ccc(-c4cccc(C#N)c4)cc3)[C@@H]2C1 the results were RAD54 inh 13, Cneo AK release 9, ERAP1 inh 0, miR122 inh -17[16.7 µM], RAD52 anneal inh 17, PglD DTNB 0, E-sel inducer 0.5 and PGC1a acetyl inh -15.
For CCCC#Cc1ccc2c(c1)O[C@H](CN(C)C(=O)CC)[C@H](C)CN([C@H](C)CO)S2(=O)=O the results were RAD54 inh 7, Cneo AK release 0, ERAP1 inh 2, miR122 inh -5[16.7 µM], RAD52 anneal inh -8, PglD DTNB 1, E-sel inducer -0.1 and PGC1a acetyl inh 0.
Screening COc1ccc(CC(=O)Nc2cccc(-c3nnc(-c4ccco4)o3)c2)cc1 returned RAD54 inh -10, Cneo AK release -1, miR122 inh -6, PglD DTNB 8 and PGC1a acetyl inh -12.
Screening COc1ccc(S(=O)(=O)N(C)C)cc1NC(=O)CCNC(=O)c1ccccc1OC returned RAD54 inh 11, Cneo AK release 1, ERAP1 inh -10, miR122 inh 1, RAD52 anneal inh -12, PglD DTNB -3, E-sel inducer 0.1 and PGC1a acetyl inh -3.
`FC(F)(F)c1cc(-c2ccccc2)nc(NCC2CCCO2)n1` (configuration not stated) gave RAD54 inh -2, Cneo AK release 3, PglD DTNB 1 and PGC1a acetyl inh -1.
Screening CC(=O)Nc1ccc(NC(=O)c2c(-c3ccccc3Cl)noc2C)cc1 returned ERAP1 inh -5, miR122 inh -5, RAD52 anneal inh -15, E-sel inducer -0.3 and PGC1a acetyl inh -6.
Screening O=C(COC(=O)CCN1C(=O)C2CC=CCC2C1=O)Nc1ccc([N+](=O)[O-])cc1 (configuration not stated) returned RAD54 inh -10, Cneo AK release 1, ERAP1 inh -1, miR122 inh -12, RAD52 anneal inh -3, E-sel inducer -0.9 and PGC1a acetyl inh -5.
For CCn1c(SCC(=O)OC)nnc1-c1ccncc1 the results were RAD54 inh -2, Cneo AK release -3, miR122 inh 1, PglD DTNB 3 and PGC1a acetyl inh -3.
`Cc1cccc(S(=O)(=O)N[C@@H]2CC[C@@H](CCNC(=O)Nc3cc(F)ccc3F)O[C@H]2CO)c1` gave RAD54 inh 3, Cneo AK release 36, ERAP1 inh -2, RAD52 anneal inh -6, PglD DTNB -2, E-sel inducer 0.1 and PGC1a acetyl inh -8.

Source: PubChem BioAssay (Broad Institute)
